From PubChem BioAssay
PKM2 act: activators of human pyruvate kinase M2; P14618; purified PKM2, Kinase-Glo ATP luminescence, activation; response scale: 0% is enzyme alone, no compound; Potency, µM (top dose mostly 57.5 µM), for the others: at the highest dose activation, actives largely listed as activators; hit rate 0.34% among 260,000; AID 1631; also: potency is read from the fitted curve at half-maximal effect; % is scaled to controls: 0 for no effect and ±100 for the full control effect; nearly all actives have a fitted effect of over 55% in size
Target sequence (P14618 whole entry, looked up): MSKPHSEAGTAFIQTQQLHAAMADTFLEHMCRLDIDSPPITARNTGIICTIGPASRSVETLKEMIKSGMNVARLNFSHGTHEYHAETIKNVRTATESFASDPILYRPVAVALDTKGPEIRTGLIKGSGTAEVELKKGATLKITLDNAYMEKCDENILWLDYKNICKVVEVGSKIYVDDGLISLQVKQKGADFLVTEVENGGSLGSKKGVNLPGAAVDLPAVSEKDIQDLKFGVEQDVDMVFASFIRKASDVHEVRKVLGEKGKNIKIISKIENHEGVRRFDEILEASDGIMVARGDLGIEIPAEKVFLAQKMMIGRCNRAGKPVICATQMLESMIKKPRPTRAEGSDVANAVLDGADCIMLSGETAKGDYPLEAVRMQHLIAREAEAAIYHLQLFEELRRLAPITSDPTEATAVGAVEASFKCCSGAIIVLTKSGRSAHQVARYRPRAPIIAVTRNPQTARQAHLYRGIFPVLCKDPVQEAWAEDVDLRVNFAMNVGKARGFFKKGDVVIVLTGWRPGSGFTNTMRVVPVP
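hPK-M2, >95% pure; 0.1 mM ADP / 0.5 mM PEP final; imidazole pH7.2 buffer w/ 7 mM MgCl2, 50 mM KCl; 1 h RT; Kinase-Glo lum. Intermediate enzyme activity for dual inhibitor/activator qHTS.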
Menin MLL FP TR: displaces Texas Red mutant MLL peptide from human menin | O00255 | Menin + Texas Red MLL mutant peptide, fluorescence polarization | Potency, µM (titrated, usually from 61.6 µM), for the others: top-dose FP activity change, negative = inhibition, actives largely listed as inhibitors | hit rate 0.23% among 270,000 | AID 1768; active = well fitted inhibition curve with a large enough effect in the polarisation, with a control signal flat, not every such curve was filed as active; inconclusive = small, poorly fitted or top-dose-only effect, or effect the other way, or a change in a side signal; inactive = no such curve, though single readings can be large or run the other way; the % refers to the polarisation; also: potency is read from the fitted curve at half-maximal effect; % of control where 0% means no effect; many of its hits are not listed in these tables
Tb PFK inh: inhibitors of T. brucei phosphofructokinase. Potency, µM (top dose mostly 57.5 µM), inactives show top-dose activity, negative = inhibition, most hits filed as inhibitors. T. brucei PFK, ADP-Glo luminescence. hit rate 0.17% among 330,000. AID 485367. O15648;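 also: potency is read from the fitted curve at half-maximal effect; 0% = uninhibited 1x PFK enzyme wells and -100% = no-enzyme wells; nearly all actives have a fitted effect of over 60% in size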
Target sequence (O15648 whole entry, looked up): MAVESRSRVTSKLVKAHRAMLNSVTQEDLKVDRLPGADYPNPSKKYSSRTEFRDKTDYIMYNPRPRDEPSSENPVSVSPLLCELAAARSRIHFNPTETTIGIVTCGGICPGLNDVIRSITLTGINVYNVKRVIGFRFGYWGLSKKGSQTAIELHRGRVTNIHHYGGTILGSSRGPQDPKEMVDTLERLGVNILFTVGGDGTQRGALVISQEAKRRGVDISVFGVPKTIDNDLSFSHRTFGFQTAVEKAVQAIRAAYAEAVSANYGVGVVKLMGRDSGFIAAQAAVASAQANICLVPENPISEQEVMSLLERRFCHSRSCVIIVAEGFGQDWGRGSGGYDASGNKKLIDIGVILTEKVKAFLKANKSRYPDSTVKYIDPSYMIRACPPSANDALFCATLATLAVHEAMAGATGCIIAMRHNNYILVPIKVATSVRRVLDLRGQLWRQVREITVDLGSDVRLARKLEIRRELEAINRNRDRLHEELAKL
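ADP-Glo luminescence quantified ADP after 45 min at room temperature, with 1.25 nM T. brucei PFK, 0.1 mM ATP and 0.5 mM fructose-6-phosphate in pH 8.0 TEA buffer. qHTS titrations up to 57 µM; curves classified by quality.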
BCR signal inh: inhibitors of chronic active B-cell receptor signaling; ABC-DLBCL IkBa-CBG/CBR reporter, luminescence ratio, 4 h; Potency, µM (highest dose often 46.1 µM), inactives show at the highest dose ratio change, negative = lower green/red ratio, usual class: inhibitors; hit rate 0.05% among 340,000; active = well fitted inhibition curve with a large enough effect in the signal ratio, with a control signal flat, not every such curve was filed as active; inconclusive = small, poorly fitted or top-dose-only effect, or effect the other way, or a change in a side signal; the % refers to the signal ratio;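 also: potency is read from the fitted curve at half-maximal effect; plate controls were basal doxycycline-induced cells for no effect and cells given 10 µM MG132 for full effect; MG132 reads +100%, hits lower the ratio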
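TMD8 ABC-DLBCL cells carrying doxycycline-inducible green luciferase fused to IkappaBalpha plus unfused red luciferase were exposed to compounds (up to 46 uM) for 4 hrs at 37C. Activity came from the overlap-corrected green/red luminescence ratio.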
S-ASM inh: human S-ASM enzyme inhibition; P17405; placental ASM, HMU-PC fluorogenic substrate, 60 min; Potency, µM (series often up to 57.5 µM), without a hit: at the top dose activity change, negative = inhibition, hits mostly inhibitors; hit rate 0.006% among 340,000; AID 504937; also: potency is read from the fitted curve at half-maximal effect
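Steps: dispense placental human ASM, pin compound, wait 10 min at room temperature, add HMU-PC0 substrate at 9 uM final, incubate 60 min at 37 °C, add stop solution raising pH to 10, read fluorescence.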
B2AR arrestin: beta2AR (human) beta-arrestin recruitment activity | P07550 | beta-arrestin recruitment to beta2AR, cell-based reporter | Potency, µM (doses to about 46.1 µM), for the others: at the top dose activation, hits mostly activators | hit rate 0.02% among 330,000 | AID 492947;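 also: potency is read from the fitted curve at half-maximal effect; 0% = DMSO controls and full agonism = EC100 isoproterenol or metaproterenol; nearly all actives have a fitted effect of over 65% in size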
Giardia kill: kills Giardia lamblia. Giardia lamblia trophozoite viability. AID 540267. hit rate 0.15% among 340,000. activity change, % at 7.66 µM, hits read low; in the data active = activity change below about -80%; inconclusive = between about -30% and that limit;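 also: parasites exposed to compound for two days anaerobically before the ATP read; % is scaled to controls: 0 for no effect and ±100 for the full control effect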
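Giardia trophozoites, 100 cells per well, were exposed to compounds for 48 hrs at 37 deg C under anaerobic conditions; viability was then read as ATP content by bioluminescence after 15-30 min at room temperature.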
Coupling enz: counter-screen for Giardia aldolase inhibitors: coupling enzyme system | coupling enzyme system counterscreen, AmpLite Red fluorescence | hit rate 0.67% among 290,000 | activity change, negative = inhibition, % at 58.2 µM, hits read low; in the data active = activity change below about -30%; also: % is scaled to controls: 0 for no effect and ±100 for the full control effect
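Final compound at 57.5 uM, incubated 10 min at RT with coupling enzyme reagent (glyceraldehyde-3-phosphate), then 20 min with substrate and AmpLite Red detection. Fluorescence read at 525/598 nm; tests interference with the coupling assay, not aldolase inhibition.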
a7 integrin act: activates integrin-mediated alleviation for muscular dystrophy. alpha7betagal myoblasts, beta-gal FDG fluorescence, 48 h. hit rate 0.064% among 350,000. Potency, µM (highest dose often 38.3 µM), for inactives: at the top dose activation, usual class: activators;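 also: potency is read from the fitted curve at half-maximal effect; 100% = response of the positive control SU9516; nearly all actives have a fitted effect of over 60% in size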
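Alpha7betagal+/- myoblasts (passage 13) were plated 16-24 hr, then exposed to compounds (1:260 dilution of DMSO stock) for 48 hours at 37C. After MPER lysis, β-galactosidase reporter activity was read as FDG fluorescence (ex 480/em 540) after 30 minutes.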
GALK inh: blocks human galactokinase activity. P51570. Purified GALK, Kinase-Glo residual ATP luminescence. Potency, µM (highest dose often 57.5 µM), for inactives: top-dose activity change, negative = inhibition, usual class: inhibitors. hit rate 0.007% among 270,000. AID 1868; also: potency is read from the fitted curve at half-maximal effect; % is scaled to controls: 0 for no effect and ±100 for the full control effect
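5 nM enzyme, 35 uM ATP, 100 uM galactose, 20 mM HEPES pH8.0, 5 mM MgCl2; 1 h RT; residual ATP by Kinase-Glo Plus luminescence, qHTS format.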
TSG101-PTAP inh: blocks PTAP/TSG101 interaction to inhibit HIV-1 budding | Potency, µM (doses to about 115 µM), without a hit: top-dose activity change, negative = inhibition, hits mostly inhibitors | Fluorescence polarization, FITC-PTAP peptide / Tsg101 binding | 340,000 tested, under 10 active | Q99816 | AID 493005; active = well fitted inhibition curve with a large enough effect in the main read-out, with a control signal flat, not every such curve was filed as active; inconclusive = small, poorly fitted or top-dose-only effect, or effect the other way, or a change in a side signal; inactive = no such curve, though single readings can be large or run the other way; also: potency is read from the fitted curve at half-maximal effect; % of control where 0% means no effect
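Steps: Tsg101 binding domain dispensed (10 uM final), compounds pinned in DMSO, FITC-labeled PTAP-motif peptide added (50 nM final); after 20 min binding at room temperature, polarization measured.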
Starred values were filed as active, the others as inactive; ? = inconclusive; nt = not tested or not shown; [ ] = dose if it differs, or a comment. Unless noted, calls follow the shape of the dose curve; as a rule, active = well fitted curve in the direction sought with a large enough effect; inconclusive = small, poorly fitted or top-dose-only effect, or another doubt; inactive = no such curve, though single readings can be large; an effect the other way counts as inactive or inconclusive.

SMILES	PKM2 act	Menin MLL FP TR	Tb PFK inh	BCR signal inh	S-ASM inh	B2AR arrestin	Giardia kill	Coupling enz	a7 integrin act	GALK inh	TSG101-PTAP inh
CCC/C(=N/NC(=O)c1csc(C)c1C)c1ccc(Cl)s1	2%	-2%	1%	?	-5%	0.0%	6	1	-13%	-1%	-2%
Cc1nnc(NC(=O)CN2C(=O)NC3(CCCC3)C2=O)s1	nt	nt	-7%	-7%	0%	-0.2%	10	nt	0%	nt	-1%
O=C(CN1C(=O)NC2(CCCCCCC2)C1=O)NCc1cccs1	4%	2%	-1%	0%	1%	-0.2%	19	3	-28%	0%	-5%
C=CCc1ccc(OCCOc2cccc3ccc(C)nc23)c(OC)c1	-3%	?	-26%	?	-4%	0.4%	-9	3	-36%	-2%	-8%
Cc1nc(-c2cccc(NC(=O)c3ccc(-n4nccc4C)cc3)c2)cs1	nt	nt	0%	?	-8%	0.4%	17	nt	6%	nt	0%
O=C(O)c1cc(-c2ccccc2)nc(-c2ccccc2)c1	nt	nt	-1%	4%	19%	0.1%	3	nt	-4%	nt	1%
N#Cc1ccccc1NC(=O)CN(Cc1ccccc1)Cc1ccccc1	0%	?	-1%	14%	-3%	0.1%	30[activator]	0	-7%	1%	-3%
S=C(NC1CCCC1)NN1CCOCC1	3%	7%	8%	3%	-2%	0.0%	-7	-1	12%	0%	-1%
CCOC(=O)Cc1csc(NC(=S)NC(=O)c2ccc([N+](=O)[O-])cc2)n1	-4%	-12%	0%	-1%	-4%	-1.9%	5	1	-22%	1%	1%
CCCCOc1cccc(C(=O)NC(=S)Nc2ccc(Cl)c(C(=O)O)c2)c1	6%	21%	6%	4%	-8%	-0.2%	10	8	-5%	-1%	-4%
O=C/C(=C\Nc1ccc(C(=O)N2CCOCC2)cc1)c1nc2ccccc2o1	-9%	-13%	0%	12%	2%	0.0%	-17	-1	-2%	-1%	-1%
CC(=O)c1ccc(NC(=O)CN2CCC(C(=O)c3ccc(F)cc3)CC2)cc1	-8%	-1%	3%	0%	6%	-0.1%	2	-2	-17%	-2%	-3%
Cc1ccc(C(=O)c2coc3ccc(OCC(=O)O)cc23)cc1	0%	-20%	4%	?	6%	0.0%	-7	6	15%	0%	-4%
CC(=O)OCC1(C)CN(c2ccccc2)N(C(C)=O)C1=O (stereo not given)	0%	5%	0%	?	-5%	0.0%	32[activator]	0	-5%	-1%	-2%
COc1ccc(-c2nn(-c3ccccc3)cc2C(=O)NCC(c2cccs2)N2CCOCC2)cc1 (stereo not given)	nt	nt	0%	?	-5%	0.2%	?	nt	-16%	nt	-1%
CCN(CC)S(=O)(=O)c1cc(NC(=O)COC(=O)Cn2cnc3ccccc32)ccc1C	-9%	-12%	-6%	1%	nt	-0.1%	12	-1	17%	0%	0%
COc1cccc(NC(=S)N(CCc2nc3cc(C)c(C)cc3[nH]2)Cc2cccnc2)c1	0%	nt	-2%	-6%	-3%	-0.4%	-7	2	-24%	1%	-2%
COc1ccc(-c2ccc(C(=O)O)o2)c([N+](=O)[O-])c1	6%	0%	?	2%	13%	0.2%	?	3	22%	-1%	2%
CCS(=O)(=O)n1nc(C(=O)N2CCOCC2)nc1N	1%	9%	14%	-1%	4%	-0.3%	-8	-1	21%	1%	4%
Cc1ccccc1N1CC(C(=O)NC2CCCC2)CC1=O (stereo not given)	-2%	-24%	-5%	5%	3%	-0.4%	5	7	3%	14%	1%
Cc1cc(C)cc(C(=O)NCC(=O)OC(C)C(=O)N(C)c2ccccc2)c1 (stereo not given)	1%	-9%	-2%	0%	-1%	0.4%	20	1	-7%	0%	-1%
Cc1c2cnn(-c3ccccc3)c(=O)c2c(C)n1CCCC(=O)NCCN1CCN(C)CC1	-1%	nt	4%	-5%	1%	-0.6%	-8	1	2%	nt	-9%
CCOC(=O)Cn1c(=O)oc2cc(S(=O)(=O)Nc3cc(OCC)ccc3OCC)ccc21	-2%	0%	-1%	2%	-8%	-0.2%	1	0	6%[7.66 µM]	1%	-4%
Cc1ccccc1N(C(=O)c1cccs1)c1nc2ccccc2s1	1%	7%	-3%	?	-1%	0.0%	-5	-2	-24%	0%	-2%
CCCC[C@]12Cc3cc(C#N)ccc3C(O1)c1c(c3ccccc3oc1=O)O2	1%[11.5 µM]	-5%[11.7 µM]	1%[11.5 µM]	-6%[9.22 µM]	nt	0.0%[9.22 µM]	nt	0	nt	nt	nt
Remaining list, next part
SMILES	PKM2 act	Menin MLL FP TR	Tb PFK inh	BCR signal inh	S-ASM inh	B2AR arrestin	Giardia kill	Coupling enz	a7 integrin act	GALK inh	TSG101-PTAP inh
O=C(OCc1cnc(Cl)s1)c1cccc(Cl)c1	7%	3%	-1%	3%	2%	0.0%	18	6	30%	2%	-4%
CCOC(=O)CNC(=O)CN1C(=O)CC(c2ccco2)Sc2ccccc21 (stereo not given)	nt	-10%	8%	?	5%	0.2%	10	0	0%	0%	-5%
CN(c1ccc(C(=O)Nc2cccnc2)cc1)S(=O)(=O)c1ccc(Cl)cc1	0%	-9%	2%	3%	-4%	-0.3%	3	-3	6%	-5%	-1%
O=c1[nH]cnc2c1nc(SCc1ccccc1)n2C1OC(CO)C(O)C1O (stereo not given)	2%	-23%	0%	3%	3%	-0.2%	9	9	-1%	3%	1%
O=C1NC(=O)/C(=C/c2ccc(-c3cccc([N+](=O)[O-])c3)o2)S1	-6%[11.5 µM]	?	0%	19%	-1%	-0.5%	-6	1	-24%	4%	-1%
Cc1cccc(C)c1N=C1SC(CC(=O)Nc2c(C)cccc2C)C(=O)N1CCc1ccccn1 (stereo not given)	6%	-4%	-2%	0%	nt	1.0%	-5	-4	-20%	1%	-2%
Cc1coc2c(C)c3oc(=O)c(CCC(=O)N4CCC(C(=O)NCCCC(=O)O)(c5ccccc5)CC4)c(C)c3cc12	nt	nt	0%	7%	2%	0.2%	1	nt	4%	0%	0%
CCOC(=O)C1CCN(c2ccc(-c3cccs3)nn2)CC1	nt	-6%	-25%	0%	-4%	-0.3%	-7	3	16%	19%	1%
O=c1[nH]cnc2c1C(c1ccccc1)c1c(nc[nH]c1=O)O2	nt	-10%	-8%	3%	-1%	-0.1%	-15	0	20%	-2%	-8%
COc1cccc(C(=O)O/N=C(\N)c2ccc([N+](=O)[O-])cc2)c1	-7%	27%	-2%	13%	-2%	0.2%	-9	7	-14%	3%	-6%
COc1ccccc1N(CC(=O)N(CC(C)C)CC(C)C)S(=O)(=O)c1cccs1	0%	?	-2%	?	-3%	-0.2%	-1	0	-2%	-1%	-6%
O=C1C(Cl)=C(N2CCC(C(=O)O)CC2)C(=O)c2ccccc21	8%	nt	-20%	?	7%	0.3%	18	-29	?	?	-1%
Cc1c(C(=O)N2CCCC2)c(S(=O)(=O)N2CCN(c3ccccc3F)CC2)c(C)n1C	nt	nt	?	-4%	-3%	0.4%	-24	nt	2%	3%	-4%
CC1Sc2n(c3ccccc3[n+]2C)N=C1c1ccccc1 (stereo not given)	-8%	-16%	3%	-10%	-3%	-0.7%	12	1	-35%	2%	-5%
Nc1nc(Cl)cc(Oc2ccc(Cl)cc2)n1	5%	?	-10%	?	0%	-0.3%	-12	3	-1%	1%	0%
COc1cccc(CNC(=O)C2CC(=O)N(C3CCCCC3)C2)c1 (stereo not given)	nt	0%	0%	5%	0%	0.0%	-14	0	0%	-9%	-3%
COc1cc(NC(=O)c2cc3nc(-c4ccccc4)cc(-c4ccccc4)n3n2)cc(OC)c1OC	3%	2%	-1%	-1%	-6%	-0.1%	13	nt	15%	1%	-1%
O=C(c1ccco1)N1CCN(C(=O)N2c3ccccc3Sc3ccccc32)CC1	?	-14%	-4%	?	-3%	0.0%	-3	9	21%	0%	-8%
Cc1ccc(C)c(N2CCN(C(=O)c3ccccc3Br)CC2)c1	-1%	1%	2%	5%	-4%	-0.1%	-12	0	10%	-5%	14%
O=[N+]([O-])c1cccc(S(=O)(=O)Nc2ccc3cn[nH]c3c2)c1	nt	nt	-1%	-3%	-1%	-0.2%	-15	nt	-18%	nt	-1%
COc1ccc(C2=NOC(C(=O)N3CCCc4ccccc43)C2)cc1 (stereo not given)	-2%	-16%	-1%	3%	-4%	0.3%	9	6	33%[7.66 µM]	-2%	-3%
CCN(CC(=O)Nc1cccc(C#N)c1)CC(=O)Nc1cccc(OC)c1	6%	11%	-4%	-1%	-5%	-0.1%	-21	1	-18%	-2%	1%
COc1ccc(CN2CC34C=CC(O3)C(C(=O)O)C4C2=O)cc1 (stereo not given)	0%	13%	-1%	16%	3%	5.9%	-17	1	22%	2%	1%
Cc1ccc(C(=O)NCC(=O)OCC(=O)NC(C)C2CC3CCC2C3)cc1 (stereo not given)	nt	nt	-2%	-1%	0%	0.1%	-1	nt	-9%	nt	1%

Not all compounds are listed; rates above refer to the full screens.
